E coli growth – E. coli V3065 growth inhibition, primary screen, counter-screen for AddAB inhibitor project, absorbance, OD600 | 18 h | inhibition, % at 11.9 µM | hit rate 0.27% among 330,000;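 active means inhibition above the campaign's mean inhibition across all tested compounds plus 3 SD, cut at about 9.9% in these data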;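 further: uninfected addAB+ strain grown without phage in ampicillin broth; 0% = DMSO wells and 100% = ciprofloxacin 0.95 µg/ml wells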
HTR5A ag ctr – HTR5A agonists in luminescence cell assay, primary screen, counter-screen for OPRM1-OPRD1 heterodimer agonist project, full-deck HTS | 5-hydroxytryptamine receptor 5A (Homo sapiens), P47898 | cell-based | activation, % at 9.3 µM | hit rate 0.61% among 340,000 | AID 504692, 2011; in the data active means activation mostly above about 9.5%, no sharp cut-off; inactive means mostly below about 7.6%;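 further: 0% = cells with vehicle only and 100% = reference agonist; strong numbers were not always called active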
OPRM1-OPRD1 inv – inverse agonists of MOR-DOR heterodimerization, primary screen, cell-based, luminescence; cell-based MOR-DOR heterodimer luminescence, inverse agonism; inhibition, % at 9.3 µM; hit rate 0.21% among 340,000; AID 504357, 2011; in the data active means inhibition above about 22%, passing the limit was not always enough;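 further: 0% = cells with DMSO and 100% = wells without cells with DMSO; values of inactives mirror those of a sister screen read the other way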
Target sequence (P35372 whole entry, looked up): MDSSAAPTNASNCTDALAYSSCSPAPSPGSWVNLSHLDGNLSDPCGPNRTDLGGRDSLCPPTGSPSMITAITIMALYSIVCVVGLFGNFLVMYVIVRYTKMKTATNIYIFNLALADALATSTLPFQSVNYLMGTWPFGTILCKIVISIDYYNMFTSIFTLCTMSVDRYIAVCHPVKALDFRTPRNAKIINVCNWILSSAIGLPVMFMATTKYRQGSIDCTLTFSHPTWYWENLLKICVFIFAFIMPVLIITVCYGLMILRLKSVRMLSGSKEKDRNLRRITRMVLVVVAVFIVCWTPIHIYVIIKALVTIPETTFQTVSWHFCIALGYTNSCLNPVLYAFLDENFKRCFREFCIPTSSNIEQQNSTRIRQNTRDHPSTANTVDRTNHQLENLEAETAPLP
Target sequence (P41143 whole entry, looked up): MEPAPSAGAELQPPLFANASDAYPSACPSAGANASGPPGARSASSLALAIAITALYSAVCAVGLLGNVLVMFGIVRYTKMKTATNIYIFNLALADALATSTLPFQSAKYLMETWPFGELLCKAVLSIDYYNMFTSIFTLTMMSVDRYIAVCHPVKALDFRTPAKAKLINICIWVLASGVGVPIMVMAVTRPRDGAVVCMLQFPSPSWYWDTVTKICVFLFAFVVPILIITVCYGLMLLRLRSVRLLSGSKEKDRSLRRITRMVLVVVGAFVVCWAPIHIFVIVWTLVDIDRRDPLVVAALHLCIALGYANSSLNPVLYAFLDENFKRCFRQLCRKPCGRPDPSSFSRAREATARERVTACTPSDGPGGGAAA
DSG3 Ab inh – inhibitors of pemphigus antibody binding to DSG3, primary screen, biochemical, bead-based, flow cytometry, scFv-GFP; Desmoglein-3 (Homo sapiens), P32926; DSG3-coupled beads, scFv-anti-DSG3-GFP binding; hits give low values; binding (percent of control), % at 10 µM; hit rate 0.48% among 310,000; AID 588358, 2011;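 active means binding more than 3 SD below its plate's average and above zero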;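 further: hits lower antibody fragment binding to DSG3; some compounds called inactive have numbers as strong as hits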
PfHsp90 set2 – growth inhibition of PfHsp90-expressing yeast, primary screen, antimalarial PfHsp90 inhibitor project, S. cerevisiae, BacTiter-Glo luminescence, single point, set 2; BacTiter-Glo ATP, 48 h; yeast lacking PDR1 and PDR3 efflux regulators; inhibition, % at 9.4 µM; hit rate 0.32% among 310,000;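 active means every replicate shows inhibition above about 80%, whatever the replicate mean, limit read from the data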;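 further: 0% = DMSO neutral controls and 100% = 20 µM radicicol positive controls; yeast relying on Plasmodium falciparum Hsp90 in place of its own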
phage Ecoli inh – growth loss of phage-infected E. coli, primary screen, RecBCD inhibitor project, absorbance, with phage, HTS; AID 651602, 2012; hit rate 0.26% among 360,000; inhibition, % at 11.9 µM; in the data active means inhibition above about 11%
AddAB inh – growth inhibition of E. coli expressing H. pylori AddAB, primary screen, AddAB inhibitor project, absorbance; AID 435030, 2010; hit rate 0.29% among 330,000; inhibition, % at 11.9 µM; in the data active means inhibition above about 12%;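 further: 0% = vehicle wells of infected cells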
HTR5A inv ag – HTR5A inverse agonists in luminescence cell assay, primary screen, counter-screen for OPRM1-OPRD1 heterodimer inverse agonist project, full-deck HTS | 5-hydroxytryptamine receptor 5A (Homo sapiens), P47898 | HTR5A cell line, inverse agonism | inhibition, % at 9.3 µM | hit rate 0.083% among 340,000 | AID 504634, 2011; in the data active means inhibition mostly above about 23%, no sharp cut-off; inactive means mostly below about 18%;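 further: 0% = cells with DMSO and 100% = no-cell wells with DMSO; some compounds called inactive have numbers as strong as hits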
OPRM1-OPRD1 ag – agonists of OPRM1-OPRD1 heterodimerization, primary screen, cell-based, luminescence; AID 504326, 2011; hit rate 0.3% among 340,000; activation, % at 9.3 µM; cells; Mu-type opioid receptor (Homo sapiens) + Delta-type opioid receptor (Homo sapiens), …; in the data active means activation above about 18%;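 further: 0% = vehicle-treated cells and 100% = reference agonist; values of inactives mirror those of a sister screen read the other way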
PKA-R1A act – activators of PKA-R1A holoenzyme, primary screen, biochemical, fluorescence polarization, Cy5-IP20, bovine R1A, mouse PKAc | hit rate 0.083% among 340,000 | activation, % at 11.4 µM | cAMP-dependent protein kinase type I-alpha regulatory subunit (Bos taurus) + … | PKA-R1A dissociation; scaled: DMSO 0%, 113 µM cGMP 100%;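 active means percent activation above the mean of all tested compounds plus 3 SD, cut at about 19% in these data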;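 further: higher means more PKAc released from R1A so a rise in polarization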
Mot1-301 SUMO – yeast Mot1-301 growth rescue at high temperature, primary screen, SUMOylation pathway inhibitor project, S. cerevisiae, ATP luminescence, 38.5C; S. cerevisiae Mot1-301 growth rescue; percent above DMSO median, 100 means doubled; growth rescue, % at 18.8 µM; hit rate 1% among 320,000; AID 2716, 2010;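 active means every valid replicate shows activation above 250% relative to neutral control wells; inactive means the rest, any valid replicate at or below 250%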;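 further: OY570 slx delta 5 strain wells were the positive control but not used for scaling; some compounds called inactive have numbers as strong as hits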
* marks the source's active call; other numbers are inactive results; i = inactive; · = not tested or not shown; & = joins results of further samples.

SMILES | E coli growth | HTR5A ag ctr | OPRM1-OPRD1 inv | DSG3 Ab inh | PfHsp90 set2 | phage Ecoli inh | AddAB inh | HTR5A inv ag | OPRM1-OPRD1 ag | PKA-R1A act | Mot1-301 SUMO
COc1ccc(Cc2nnc(NC(=O)Nc3ccc(C)cc3)s2)cc1OC | -1.2 | 3 | 5 | 99 | -13 | 2.6 | -0.8 | -10 | -1.0 | -6 | -3
CN(C)/C=C/C(=O)c1ccc(Oc2ccccc2)cc1 | -0.4 | 2 | 17 | 98 | 101* | 1.8 | -1.0 | -37 | -3.6 | -10 | 45
O=C(NCC1CC1)c1cc(-c2ccccc2)nn1CC1CC(c2cccnc2)=NO1 (stereo unspecified) | -0.3 | -1 | 17 | 101 | -5 | 2.9 | 3.5 | -6 | -3.1 | -5 | 14
c1ccc(-c2nnc(SCC3CCCO3)nc2-c2ccccc2)cc1 (stereo unspecified) | -0.8 | 1 | 9 | 88 | 13 | 3.2 | -1.7 | 6 | -1.8 | -14 | -14
O=C(NCCCN1CCOCC1)C1Nc2ccc(OC(F)(F)F)cc2C2C=CCC12 (stereo unspecified) | 0.9 | 0 | -15 | 106 | 22 | 4.0 | 0.8 | -58 | 2.6 | 11 | 6
Cc1cc(C(=O)Nc2ccc(S(=O)(=O)N3CCOCC3)cc2)ccc1[N+](=O)[O-] | -0.1 | -3 | -3 | 97 | 7 | 3.9 | 0.1 | 13 | 0.7 | -13 | -10
COc1cc(/C=N/NC(=O)c2ccc3c(c2)OCCO3)cc(Cl)c1O | 1.5 | -1 | 11 | · | 8 | 0.2 | 7.3 | 8 | -2.1 | -13 | 61
COC(=O)c1ccccc1NC(=O)CSc1ncn[nH]1 | 1.1 | 3 | 16 | 103 | -26 | 3.1 | 1.2 | -9 | -3.0 | 0 | -28
C/C(=C\C(=O)c1ccc(Cl)cc1)NCc1ccc2c(c1)OCO2 | 0.1 | 2 | -19 | 95 | -8 | 3.9 | -0.5 | -6 | 3.5 | -5 | 300
CCOc1ccccc1NC(=O)c1ccc(S(=O)(=O)N(C)C)cc1 | 4.9 | 9 | 9 | 99 | -22 | 5.9 | 4.7 | -26 | -2.1 | -6 | ·
O=S(=O)(c1c(Cl)cc(Br)cc1Cl)N1CCN(C(=S)NC2CC2)CC1 | -1.9 | 0 | -413 | · | 12 | -1.1 | -2.6 | 1 | 85* | -7 | 32
Cc1ccc(CNC(=O)c2ccc(N3CCC4(CC3)CC(c3cccc(Br)c3)=NO4)c([N+](=O)[O-])c2)cc1 | -3.1 | -4 | 12 | 99 | -8 | 0.0 | -0.6 | -7 | -2.1 | -13 | -4
COc1ccc(CCNC(=O)c2ccc(Cl)cc2)cc1OC | 0.2 | 2 | -1 | 108 | 21 | 3.5 | -2.1 | -4 | 0.1 | 3 | 22
COc1cc(NC(=O)CN2CCN(Cc3ccc4c(c3)OCO4)CC2)cc(OC)c1 | -0.2 | 3 | 4 | 111 | 12 | -6.0 | 0.3 | -10 | -0.7 | 0 | 6
N/C(Cc1ccc([N+](=O)[O-])cc1)=N\OC(=O)c1ccccc1F | 0.1 | 2 | -17 | 98 | 9 | 3.2 | 4.1 | -5 | 3.7 | 5 | -17
CCc1cc(C(=O)Nc2nc(-c3ccccn3)cs2)sc1C | -6.7 | -2 | 1 | · | 0 | -0.8 | -4.7 | 5 | -0.1 | -9 | 11
O=C(OCc1ccc([N+](=O)[O-])cc1)c1cc(=O)c2ccccc2o1 | 2.5 | -4 | 10 | · | 4 | 1.8 | 1.9 | -17 | -1.6 | -1 | -9
OCC1(Cc2cccc(Cl)c2)CCCN(Cc2cnn(-c3ccccc3)c2)C1 (stereo unspecified) | -0.6 | -2 | -21 | 104 | -6 | 4.5 | -0.6 | 7 | 4.3 | -2 | -10
CCc1nnc(NS(=O)(=O)c2ccc(NCc3cc(Cl)ccc3O)cc2)s1 | 2.2 | 0 | 0 | 102 | -28 | 3.8 | 3.9 | -29 | -0.1 | -6 | -4
COc1nc(N/N=C/c2ccc(-c3ccccc3[N+](=O)[O-])o2)nc(N2CCOCC2)n1 | 1.1 | 1 | 6 | 102 | -10 | 0.0 | 6.1 | 15 | -1.3 | 12 | -1
CC(C)(C)S(=O)N1Cc2cc(=O)n(Cc3ccccc3)cc2[C@H]1CCO (stereo partly specified) | · | 0 | 9 | 108 | -32 | 1.7 | · | 1 | -2.0 | -3 | ·
C/C(=N\NC(=O)C1CC1)c1ccc(C)cc1C | -1.4 | 2 | 2 | 110 | 8 | 2.1 | 1.1 | 7 | -0.3 | -7 | 10
O=C1Nc2ccc(Br)cc2C1=C1CCCCC1 | 0.7 | -1 | -4 | 122 | -48 | 3.5 | -0.2 | 5 | 0.8 | -9 | 35
Cc1cc(C)cc(-n2c(C)cc(/C=N\NC(=O)COc3cccc4cccnc34)c2C)c1 | 1.8 | 9 | -17 | 89 | -18 | 4.8 | -0.8 | -23 | 2.6 | 10 | 5
CCCCc1ccc(NC(=O)CSC2=C(C#N)C(c3ccco3)C3=C(CCCC3=O)N2)cc1 (stereo unspecified) | 2.0 | 1 | -14 | 113 | -14 | 0.9 | -0.5 | -39 | 2.7 | -15 | -4
Cc1ccc(/C=C2\SC(=S)N(C3CCS(=O)(=O)C3)C2=O)o1 (stereo unspecified) | 0.0 | -2 | -27 | 85 | -11 | 4.2 | -1.2 | 7 | 3.7 | -11 | 31
CCCCCCCn1c(C)nnc1-c1cnn(C)c1N | 3.0 | -2 | 3 | 118 | 11 | 4.7 | 0.5 | 4 | -0.5 | 20* | -7
CCC1Nc2ncnc(N3CCN(c4ccccc4)CC3)c2N(Cc2ccccc2)C1=O (stereo unspecified) | 0.0 | -12 | 60* | 110 | -9 | 0.0&3.1 | 4.3 | 49* | -13 | -4 | 4
O=C(O)CC(NC(=O)C12CC3CC(CC(C3)C1)C2)c1ccc2c(c1)OCO2 (stereo unspecified) | 0.5 | -2 | 15 | 110 | 3 | 2.1 | 3.7 | 6 | -2.9 | 2 | -3
COCCn1c(=NC(=O)c2ccco2)sc2cc(C(=O)OC)ccc21 | -0.4 | 0 | -8 | 97 | 0 | 1.5 | -0.5 | 0 | 1.5 | 0 | 12
CC1CC(NC(=O)C2(C)CC2(Cl)Cl)CC(C)(C)C1 (stereo unspecified) | -0.8 | 9 | -7 | 98 | · | 2.2 | 1.5 | -17 | 1.3 | -3 | -27
Cc1csc(NC(=O)C2CCN(C(=O)c3ccccc3C)CC2)n1 | 0.5 | -3 | -2 | 110 | 22 | 5.0 | 2.5 | 9 | 0.3 | 5 | i
CC(=O)Nc1ccc(NS(=O)(=O)c2ccc(C)cc2)cc1[N+](=O)[O-] | 3.0 | · | · | 94 | 10 | 3.9 | 5.6 | · | · | · | 51
COc1cccc(NC(=O)[C@H](NC(=O)[C@@H]2Cc3ccccc3CN2)c2ccccc2)c1 | 3.3 | 2 | -4 | 97 | 6 | 3.2 | 1.7 | 2 | 0.9 | -11 | -13
CN(Cc1ccc(Cl)s1)C(=O)CCl | -1.3 | -1 | 6 | 110 | · | 1.4 | 0.0 | 2 | -1.2 | 0 | -27
Cc1cccn2c(=O)c3cc(C(=O)NCC(C)C)sc3nc12 | -1.2 | -1 | 9 | 98 | -9 | -0.4 | -11 | 3 | -1.9 | 5 | 61
COC(=O)c1ccc(Oc2nc3c(c(=O)n(C)c(=O)n3C)n2CCC(C)C)cc1 | 1.1 | 0 | 9 | · | -18 | 0.7 | 0.9 | 2 | -2.1 | 2 | 13
O=[N+]([O-])c1ccc2oc(C3CCCCC3)nc2c1 | -0.8 | -3 | -14 | 117 | 29 | 2.4 | 1.9 | 7 | 2.9 | -11 | ·
CC(=O)c1ccc(N2CCN(c3ccc4cc(S(=O)(=O)N5CCC(C)CC5)ccc4n3)CC2)cc1 | -1.6 | 0 | -4 | 78 | -51 | 0.6 | -0.3 | -17 | 0.8 | 9 | 3
Cc1ccc(C(=O)N2CCN(C34CC5CC(CC(C5)C3)C4)CC2)o1 | 0.8 | -3 | 18 | · | 21 | -2.8 | 0.9 | 2 | -3.3 | 2 | -11
CC1Cc2ccccc2N1C(=O)CSc1nncs1 (stereo unspecified) | -0.5 | -1 | 6 | 97 | · | 2.4 | -0.1 | 4 | -1.4 | 8 | -3
Cc1cccc2c(=O)cc(C(F)(F)F)[nH]c12 | 1.9 | -3 | 12 | 102 | 4 | 0.4 | 6.5 | -7 | -2.3 | -4 | 1
Cc1cc(C)c(NC(=O)CSc2nnnn2-c2cccnc2)c(C)c1 | 1.4 | 0 | 0 | · | 10 | 0.8 | 0.8 | 1 | 0.1 | 4 | -1
O=C(CCN1C(=O)C2C3C=CC(C3)C2C1=O)Oc1ccc2ccccc2c1 (stereo unspecified) | -0.3 | -1 | 12 | 88 | -8 | 2.3 | 2.3 | -14 | -1.9 | 4 | 334
CC(C)CNC(=O)C(=O)NN=C1CCCCCC1 | 2.1 | -3 | -8 | 102 | -7 | 1.5 | 5.8 | 10 | 1.4 | -5 | 23
CN=C1SC(CC(=O)Nc2ccc(F)cc2F)C(=O)N1/N=C/c1ccc(OC(F)F)c(OC)c1 (stereo unspecified) | -0.5 | 0 | -2 | 99 | -14 | 4.4 | -0.8 | 1 | 0.3 | 2 | 13
COc1ccc(NC(=O)CSCC(=O)Nc2ccccc2N2CCCC2)cc1 | 1.2 | -2 | 7 | 92 | 13 | -0.3 | 3.1 | -6 | -1.2 | -1 | 19
COc1ccc(/C=N/n2c(C)nc3sc(C)c(C)c3c2=O)cc1OC | 2.5 | 8 | 16 | 102 | -7 | 5.0 | 2.2 | -15 | -3.2 | -9 | ·
O=C(C[C@@H]1C/C=C\CC[C@H](Cc2ccc(F)cc2)C(=O)OC[C@@H]2CCCN2C1=O)N[C@H](CO)Cc1ccccc1 | -2.9 | 0 | -4 | 100 | -12 | -1.5 | 1.2 | 1 | 0.8 | 2 | -1

Screens deposited in PubChem BioAssay by several laboratories.
